Screening results (PubChem)
Rhodamine fluor: compound autofluorescence in rhodamine spectral region. Rhodamine-region fluorescence, 547/598 nm, Tris buffer; hits give high values. max dye-equivalent concentration, M. 59,000 compounds, 0.05% hits; in the data active means max dye-equivalent concentration above about 11 nM; inconclusive means between about 1.1 nM and that limit
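Compounds in 100 mM Tris buffer, pH 8.0, were incubated 15 min at room temperature, then read at 547 nm excitation and 598 nm emission. Fluorescence was normalized against a per-plate six-point rhodamine standard curve as dye-equivalent concentration.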
USP2a inhib: USP2a (human) protease inhibition; O75604; USP2a enzymatic assay, qHTS inhibition; Potency, µM (top dose mostly 38.3 µM), without a hit: at the top dose activity change, negative = inhibition, actives largely listed as inhibitors; 60,000 compounds, 0.1% hits; AID 927;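 further: potency means the concentration at half of the fitted maximal effect; nearly all actives have a fitted effect of over 60% in size; plate controls were DMSO for no effect and NEM full inhibition control for full effect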
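20 nM USP2 core + cpd, 30 min RT; add 20 nM Ub-PLA2/20 uM NBD C6-HPC; read Ex460/Em535 at 0 h and 2.5 h. Normalized to NEM; qHTS curve fit/classification.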
Fluorescein autfl: fluorescein region autofluorescence; Compound autofluorescence, 480/540 nm, fluorescein-equivalent; hits give high values; max fluorescein-equivalent concentration, M; 59,000 compounds, 0.91% hits; AID 593; in the data active means max fluorescein-equivalent concentration above about 10 nM; inconclusive means between about 1.1 nM and that limit
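Compounds were pin-transferred into 100 mM Tris buffer, pH 8.0, and incubated 15 min at room temperature. Fluorescence was read at 480 nm excitation/540 nm emission. Signals were normalized to an on-plate six-point fluorescein standard curve as dye-equivalent concentration.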
Tau fil binding: binders of human tau filaments; AID 596; recombinant tau filaments, thioflavin S fluorescence, 15 h; filaments grown with octadecylsulfate alongside compound; 71,000 compounds, 2% hits; Potency, µM (top dose mostly 57.1 µM), for inactives: at the top dose activity change, negative = inhibition; P10636;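 further: potency means the concentration at half of the fitted maximal effect; on the % scale 0 is the no-effect control and ±100 the full control effect; actives lower thioflavin S fluorescence by blocking filaments or displacing dye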
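Assay mix: 1 uM His-tagged tau, 30 uM sodium octadecylsulfate, thioflavine S dye in HEPES/NaCl/DTT buffer. Compound is added prior to the inducer. Fluorescence after 15 h at 37 C.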
TexasRed autofl: Texas Red region autofluorescence | Compound fluorescence, Texas Red channel, 547/618 nm; hits give high values | max dye-equivalent concentration, M | 59,000 compounds, 0.06% hits | AID 587; in the data active means max dye-equivalent concentration above about 10 nM; inconclusive means between about 1.1 nM and that limit
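Compound fluorescence was read after 15 min at room temperature in 100 mM Tris, pH 8.0, using 547 nm excitation and 618 nm emission across a concentration series. It was expressed as Texas Red dye-equivalent concentration from an on-plate standard curve.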
Caspase-1 inhib: caspase-1 (human) inhibition, allosteric or competitive | Potency, µM (highest dose often 57.5 µM), for inactives: at the highest dose activity change, negative = inhibition, most hits filed as inhibitors | 75,000 compounds, 0.03% hits | Caspase-1 enzyme, Ac-WEHD-AFC fluorogenic rate | AID 900;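 further: potency means the concentration at half of the fitted maximal effect; plate controls were vehicle for no effect and no substrate for full effect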
Target sequence (P29466 120-297 limits assumed): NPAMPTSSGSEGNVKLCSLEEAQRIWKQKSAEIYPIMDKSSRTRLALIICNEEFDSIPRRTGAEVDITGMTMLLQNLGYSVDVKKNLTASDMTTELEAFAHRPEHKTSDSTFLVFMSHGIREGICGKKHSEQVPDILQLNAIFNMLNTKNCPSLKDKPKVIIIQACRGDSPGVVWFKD
Target sequence (P29466 317-404 limits assumed): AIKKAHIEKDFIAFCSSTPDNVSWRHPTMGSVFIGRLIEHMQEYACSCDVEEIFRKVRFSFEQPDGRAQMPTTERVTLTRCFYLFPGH
HEK293 cAMP cs: raises cAMP in parental HEK293 cells, TSHR agonist counter-screen | 73,000 compounds, 2.5% hits | AID 938 | parental HEK293 CNG cAMP sensor, membrane potential fluorescence | Potency, µM (titrated, usually from 57.1 µM), without a hit: top-dose activation, actives largely listed as activators; further: potency means the concentration at half of the fitted maximal effect; % of control where 0% means no effect; nearly all actives have a fitted effect of over 55% in size
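Parental HEK 293 cells stably expressing a cAMP-gated CNG channel were loaded with membrane potential dye containing 100 uM RO 20-1724 for 60 min. Compound added for 30 min; depolarization read as fluorescence intensity at 590 nm.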
FLuc inh: firefly luciferase inhibition. P08659. purified firefly luciferase, luminescence, 8 min. Potency, µM (doses to about 57.1 µM), for the others: at the top dose activity change, negative = inhibition, actives largely listed as inhibitors. 72,000 compounds, 2.2% hits. AID 411; further: potency means the concentration at half of the fitted maximal effect; on the % scale 0 is the no-effect control and ±100 the full control effect; nearly all actives have a fitted effect of over 40% in size
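Here, luciferase activity is measured as luminescence following an 8 min room-temperature reaction at 10 uM ATP, pH 7.2. Every library sample is titrated.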
ERK AVP block: vasopressin-driven ERK pathway inhibition; HEK293-V1b, vasopressin-stimulated pERK AlphaScreen; Potency, µM (titrated, usually from 57.5 µM), inactives show at the highest dose activity, negative = inhibition, usual class: inhibitors; 72,000 compounds, 0.99% hits; further: potency means the concentration at half of the fitted maximal effect; on the % scale 0 is the no-effect control and ±100 the full control effect; nearly all actives have a fitted effect of over 55% in size
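Overnight-seeded V1b-HEK293 cells in 1% FBS got compound, then vasopressin (25 nM final, 5 min, 37C), then lysis buffer. AlphaScreen detection of phospho-ERK; activity normalized to basal and full-stimulation controls.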
Caspase-7 inhib: caspase-7 (human) inhibition, allosteric or competitive | P55210 | recombinant caspase-7, Ac-DEVD-AFC fluorescence rate | Potency, µM (doses to about 57.5 µM), for inactives: at the top dose activity change, negative = inhibition, actives largely listed as inhibitors | 75,000 compounds, 0.02% hits; active means well fitted inhibition curve with a large enough effect in the main read-out, with a control signal flat, not every such curve was filed as active; inconclusive means small, poorly fitted or top-dose-only effect, or a change in a side signal; further: potency means the concentration at half of the fitted maximal effect; % of control where 0% means no effect
Target sequence (P55210 24-198 limits assumed): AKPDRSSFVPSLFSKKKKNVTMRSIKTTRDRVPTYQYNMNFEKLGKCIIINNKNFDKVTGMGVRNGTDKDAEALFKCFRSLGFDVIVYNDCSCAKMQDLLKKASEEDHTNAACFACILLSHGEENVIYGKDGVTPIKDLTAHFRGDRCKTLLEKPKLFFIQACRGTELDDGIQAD
Target sequence (P55210 207-303 limits assumed): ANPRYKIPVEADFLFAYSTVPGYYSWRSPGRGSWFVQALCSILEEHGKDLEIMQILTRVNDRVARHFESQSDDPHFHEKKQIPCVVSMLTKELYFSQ
HADH2 inh: HADH2 (human) dehydrogenase inhibition; Q99714; recombinant HADH2, NADH fluorescence, beta-hydroxybutyryl-CoA; Potency, µM (series often up to 57.1 µM), without a hit: at the top dose activity change, negative = inhibition, actives largely listed as inhibitors; 73,000 compounds, 3.4% hits; further: potency means the concentration at half of the fitted maximal effect; on the % scale 0 is the no-effect control and ±100 the full control effect; nearly all actives have a fitted effect of over 60% in size; many of its hits are not listed in these tables
Target sequence (Q99714 whole entry, looked up, one chain of several): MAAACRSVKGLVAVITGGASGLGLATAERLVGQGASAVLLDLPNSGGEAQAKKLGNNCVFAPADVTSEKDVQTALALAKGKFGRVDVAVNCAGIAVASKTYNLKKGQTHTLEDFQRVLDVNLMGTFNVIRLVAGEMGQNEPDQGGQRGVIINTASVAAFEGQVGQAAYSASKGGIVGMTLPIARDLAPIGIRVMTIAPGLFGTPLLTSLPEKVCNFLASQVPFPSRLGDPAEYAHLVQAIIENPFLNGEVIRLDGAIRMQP
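Read-out: 360 nm excitation, 450 nm emission, kinetic over 4 min. Conditions: His-tagged human HADH2 20 nM, pH 9.0 Tris with Tween-20, 1 mM NAD+, 90 uM beta-hydroxybutyryl-CoA.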
Active calls of the source: *; & = joins results of further samples; [ ] = another dose, or the depositor's remark. Unless noted, the call rests on the fitted dose curve; in most records, active means well fitted curve in the direction sought with a large enough effect; inconclusive means small, poorly fitted or top-dose-only effect, or another doubt; inactive means no such curve, though single readings can be large; an effect the other way counts as inactive or inconclusive. An excerpt; count on the stated rates, not on these rows.

Screening Clc1ccc(Cl)c2sc(N3CCOCC3)nc12 returned Rhodamine fluor inactive, USP2a inhib -9%, Fluorescein autfl inconclusive, Tau fil binding -6%, TexasRed autofl inactive, Caspase-1 inhib 0%, HEK293 cAMP cs 15%, FLuc inh 0%, ERK AVP block 4%, Caspase-7 inhib 5% and HADH2 inh 3%.
Cc1[nH]c2ccccc2c1Cc1nnc(SCC(N)=O)o1 was read as Tau fil binding 61%, Caspase-1 inhib inconclusive, HEK293 cAMP cs 6%, FLuc inh 1%, ERK AVP block -31%, Caspase-7 inhib inconclusive and HADH2 inh -3%.
CCOC(=O)CSc1ncnc2c1cnn2-c1ccc(C)cc1 was read as Rhodamine fluor inactive, Fluorescein autfl inconclusive, Tau fil binding 16%, TexasRed autofl inactive, Caspase-1 inhib -2%, HEK293 cAMP cs 14%, FLuc inh -4%, ERK AVP block 31%[activator], Caspase-7 inhib 2% and HADH2 inh -6%.
`COc1ccc(-c2noc(CCCOc3ccccc3)n2)cc1OC` gave Rhodamine fluor inactive, USP2a inhib -5%, Fluorescein autfl inactive, Tau fil binding 2%, TexasRed autofl inconclusive, Caspase-1 inhib -4%, HEK293 cAMP cs inconclusive, FLuc inh -2%, ERK AVP block -1%, Caspase-7 inhib -4% and HADH2 inh 3%.
For Cc1oc(-c2ccccc2Cl)nc1CSCC(=O)N1CCCC1 the results were Rhodamine fluor inactive, USP2a inhib -1%, Fluorescein autfl inactive, Tau fil binding -1%, TexasRed autofl inactive, Caspase-1 inhib 0%, HEK293 cAMP cs 2%, FLuc inh -2%, ERK AVP block 13%, Caspase-7 inhib 0% and HADH2 inh -15%.
For CCOC(=O)C(C(=O)OCC)C(C#N)c1ccccc1 (configuration not stated) the results were Rhodamine fluor inactive, USP2a inhib -3%, Fluorescein autfl inconclusive, Tau fil binding -8%, TexasRed autofl inactive, Caspase-1 inhib 1%, HEK293 cAMP cs 14%, FLuc inh -2%, ERK AVP block 18%, Caspase-7 inhib 0% and HADH2 inh 4%.
Cc1cccc2cc(CN(Cc3ccc(F)cc3)Cc3nnnn3C3CCCC3)c(=O)[nH]c12 was read as Rhodamine fluor inactive, USP2a inhib 14%, Fluorescein autfl inactive, Tau fil binding 16%, TexasRed autofl inactive, Caspase-1 inhib -3%, HEK293 cAMP cs inconclusive, FLuc inh 1%, ERK AVP block 24%, Caspase-7 inhib -4% and HADH2 inh 45%[activator].
Screening O=C(Nc1nnc(Cc2ccccc2)s1)c1cccs1 returned Rhodamine fluor inactive, USP2a inhib -10%, Fluorescein autfl inactive, Tau fil binding -2%, TexasRed autofl inconclusive, Caspase-1 inhib 1%, HEK293 cAMP cs -7%, FLuc inh -18%, ERK AVP block 13%, Caspase-7 inhib -2% and HADH2 inh 7%.
For Cc1ccc(C2C3CSCC=C3C(C#N)=C(N)C2(C#N)C#N)cc1 (configuration not stated) the results were Rhodamine fluor inactive, USP2a inhib 33%[activator], Fluorescein autfl inconclusive, Tau fil binding 97%, TexasRed autofl inconclusive, Caspase-1 inhib inconclusive, HEK293 cAMP cs -2%, FLuc inh -2%, ERK AVP block 8%, Caspase-7 inhib -29% and HADH2 inh inconclusive.
Cc1ccc(-c2cc(C(=O)N3CCN(C(=O)c4ccco4)CC3)no2)cc1 was read as Rhodamine fluor inactive, USP2a inhib 7%, Fluorescein autfl inactive, Tau fil binding 22%, TexasRed autofl inactive, Caspase-1 inhib 0%, HEK293 cAMP cs 18%, FLuc inh -4%, ERK AVP block -21%, Caspase-7 inhib 0% and HADH2 inh -24%.
`CCn1c(SCC(=O)N2c3ccccc3Sc3ccccc32)nnc1-c1ccco1` gave Rhodamine fluor inactive, USP2a inhib 33%[activator], Fluorescein autfl inactive, Tau fil binding -2%, TexasRed autofl inactive, Caspase-1 inhib -1%, HEK293 cAMP cs inconclusive, FLuc inh 0%, ERK AVP block -10%, Caspase-7 inhib -1% and HADH2 inh 2%.
For CCOc1ccc(C2CC(c3cccc(OC)c3OC)n3nnnc3N2)cc1Cl (configuration not stated) the results were Rhodamine fluor inactive, USP2a inhib 48%[activator], Fluorescein autfl inactive, Tau fil binding 21%, TexasRed autofl inactive, Caspase-1 inhib -5%, HEK293 cAMP cs 18%, FLuc inh 0%, ERK AVP block -4%, Caspase-7 inhib -22% and HADH2 inh -9%.

Pulled one by one from above (two):
Cc1[nH]c2ccccc2c1Cc1nnc(SCC(N)=O)o1 was read as Tau fil binding 61%, Caspase-1 inhib inconclusive, HEK293 cAMP cs 6%, FLuc inh 1%, ERK AVP block -31%, Caspase-7 inhib inconclusive and HADH2 inh -3%.
For CCOc1ccc(C2CC(c3cccc(OC)c3OC)n3nnnc3N2)cc1Cl (configuration not stated) the results were Rhodamine fluor inactive, USP2a inhib 48%[activator], Fluorescein autfl inactive, Tau fil binding 21%, TexasRed autofl inactive, Caspase-1 inhib -5%, HEK293 cAMP cs 18%, FLuc inh 0%, ERK AVP block -4%, Caspase-7 inhib -22% and HADH2 inh -9%.

Next compounds
Cc1cc(NC(=O)CCC(=O)N(Cc2cccs2)C(C(=O)NC2CCCC2)c2ccncc2)no1 (configuration not stated) was read as Rhodamine fluor inactive, USP2a inhib 13%, Fluorescein autfl inactive, Tau fil binding -2%, TexasRed autofl inactive, Caspase-1 inhib -1%, HEK293 cAMP cs 24%, FLuc inh -1%, ERK AVP block 8%, Caspase-7 inhib 0% and HADH2 inh 1%.
Screening CCOc1ccc(OCC)c(NC(=O)c2ccc(CNc3c(N4CCOCC4)c(=O)c3=O)cc2)c1 returned Rhodamine fluor inactive, USP2a inhib 29%, Fluorescein autfl inactive, Tau fil binding 204%, TexasRed autofl inconclusive, Caspase-1 inhib -3%, HEK293 cAMP cs -19%, FLuc inh -1%, ERK AVP block 18%, Caspase-7 inhib -2% and HADH2 inh 4%.
Cc1nn(Cc2ccc(F)cc2)c(C)c1NC(=O)c1cc(-c2ccco2)on1 was read as Rhodamine fluor inactive, USP2a inhib 14%, Fluorescein autfl inconclusive, Tau fil binding -9%, TexasRed autofl inactive, Caspase-1 inhib -4%, HEK293 cAMP cs 7%, FLuc inh -3%, ERK AVP block 6%, Caspase-7 inhib -15% and HADH2 inh 1%.
Clc1ccc(OCc2nnc(SCCN3CCCCC3)n2Cc2ccco2)cc1 was read as Rhodamine fluor inactive, USP2a inhib 13%, Fluorescein autfl inactive, Tau fil binding 16%, TexasRed autofl inactive, Caspase-1 inhib 1%, HEK293 cAMP cs inconclusive, FLuc inh -1%, ERK AVP block inconclusive, Caspase-7 inhib 1% and HADH2 inh 0%.
Screening CC1(C(=O)O)CCC(C(=O)NCCc2ccccc2)C1(C)C (configuration not stated) returned USP2a inhib 7%, Tau fil binding -7%, Caspase-1 inhib 0%, HEK293 cAMP cs 0%, FLuc inh 2%, ERK AVP block -11%, Caspase-7 inhib 0% and HADH2 inh -8%.
Screening CCn1c2ccccc2c2nnc(SCC(=O)NCc3cccs3)nc21 returned Rhodamine fluor inactive, USP2a inhib 13%, Fluorescein autfl inactive, Tau fil binding -13%, TexasRed autofl inactive, Caspase-1 inhib 1%, HEK293 cAMP cs 11%, FLuc inh 2%, ERK AVP block 11%, Caspase-7 inhib 0% and HADH2 inh 21%.
`Cc1nc2c(-c3ccccc3)c(C)nn2c(C)c1CCC(=O)NCc1ccco1` gave Tau fil binding 27%, Caspase-1 inhib -6%, HEK293 cAMP cs 0%, FLuc inh 3%, ERK AVP block -19%, Caspase-7 inhib -2% and HADH2 inh 60%[activator].
CCOC(=O)c1cc2sccc2n1CC(=O)N1CCCc2ccccc21 was read as Rhodamine fluor inactive, USP2a inhib -5%, Fluorescein autfl inactive, Tau fil binding 3%, TexasRed autofl inactive, Caspase-1 inhib -5%, HEK293 cAMP cs inconclusive, FLuc inh 0%, ERK AVP block 1%, Caspase-7 inhib 1% and HADH2 inh 8%.
`CCn1c(CNC(=O)c2ccc(OC)cc2)nnc1SCC(=O)c1ccccc1` gave Rhodamine fluor inactive, USP2a inhib 23%, Fluorescein autfl inactive, Tau fil binding 2%, TexasRed autofl inactive, Caspase-1 inhib -2%, HEK293 cAMP cs -6%, FLuc inh -4%, ERK AVP block -3%, Caspase-7 inhib -2% and HADH2 inh -12%.
NC(=O)NO was read as Rhodamine fluor inactive, USP2a inhib 4%&0%, Fluorescein autfl inconclusive, Tau fil binding -6%, TexasRed autofl inactive, Caspase-1 inhib -1%&-1%, HEK293 cAMP cs 8%, FLuc inh 3%, ERK AVP block -6%&9%, Caspase-7 inhib 1%&1% and HADH2 inh -21%.
`COc1ccc(-n2c(C)cc(C(=O)CSc3nnc(-c4cccs4)o3)c2C)cc1` gave Rhodamine fluor inactive, USP2a inhib 30%, Fluorescein autfl inconclusive, Tau fil binding 25%, TexasRed autofl inactive, Caspase-1 inhib -4%, HEK293 cAMP cs inconclusive, FLuc inh 0%, ERK AVP block -29%, Caspase-7 inhib -5% and HADH2 inh -5%.
